Screening results from PubChem.
GASC1 inh – inhibitors of human demethylase GASC-1 KDM4C. Q9H3R0. GST-KDM4C 2-372, H3K9me3 peptide, LANCE TR-FRET. inhibition, % at 12.5 µM. 96,000 compounds, 0.15% hits. AID 720574;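 active = mean replicate inhibition above about 25%, with at least 55% of replicates also reaching it, limit read from the data, passing the limit was not always enough; inconclusive = only one of those two conditions met; inactive = neither condition met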
Target sequence (Q9H3R0 2-372 limits assumed): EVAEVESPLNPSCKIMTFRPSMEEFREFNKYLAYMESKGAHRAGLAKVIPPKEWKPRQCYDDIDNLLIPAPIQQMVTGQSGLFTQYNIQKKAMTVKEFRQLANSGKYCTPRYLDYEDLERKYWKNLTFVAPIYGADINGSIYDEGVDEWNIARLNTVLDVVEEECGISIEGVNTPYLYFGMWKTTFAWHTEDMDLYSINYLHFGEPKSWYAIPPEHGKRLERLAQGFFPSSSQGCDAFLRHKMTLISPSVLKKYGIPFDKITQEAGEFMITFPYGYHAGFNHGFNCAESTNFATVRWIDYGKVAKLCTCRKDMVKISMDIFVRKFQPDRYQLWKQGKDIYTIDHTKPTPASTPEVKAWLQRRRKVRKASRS
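Material: GST-tagged GASC-1 (JMJD2C) catalytic fragment, aa 2-372. Input: enzyme final amount 10 nM. Medium: HEPES buffer, pH 7.5, plus ascorbate. Reagent: H3K9me3 peptide substrate, Fe(II), 2-oxoglutarate. Doses: single dose. Times: reaction 30 min RT, detection step 1 h RT. Measured by: LANCE TR-FRET. Evaluation: Fall in 671/618 emission ratio as inhibition.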
T cruzi growth – T. cruzi proliferation inhibition | T. cruzi beta-gal in NIH3T3, GalScreen luminescence, 90 h | 77,000 compounds, 5.9% hits | inhibition, % at 8.34 µM;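 active = mean inhibition above about 93%, with at least 55% of replicates each passing it, limit read from the data, passing the limit was not always enough; inconclusive = only one of those two conditions holds; inactive = neither condition holds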
Pf Dd2 inh – blocks growth of Plasmodium falciparum Dd2 parasites | activity change, % at 10 µM | P. falciparum Dd2 growth, SYBR Green, 72 h; stronger effect = lower value | 94,000 compounds, 2.3% hits; in the data active = activity change below about -80%; inconclusive = no clear call, values can overlap the other calls
C diff HTS – C. difficile growth inhibition | growth activity, negative = inhibition, % at 16 µg/mL (by protocol) | 86,000 compounds, 0.25% hits | Clostridium difficile clinical isolate growth, OD600, 24 h; stronger effect = lower value;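 active = mean growth activity at or below -80% and every replicate also at or below -80%; inconclusive = mean at or below -80% but some replicate above -80%; inactive = mean growth activity above -80%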;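 note: 0% = DMSO wells and -100% = levofloxacin 16 µg/mL wells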
* hit, by the source's call; ? = inconclusive; nt = no result given; & = joins results of further samples.

SMILES | GASC1 inh | T cruzi growth | Pf Dd2 inh | C diff HTS
Cn1cnc(S(=O)(=O)N[C@H]2CC[C@H](CC(=O)NCC3CC3)O[C@@H]2CO)c1 | -2.3 | nt | -7 | -1
CCCNC(=O)Nc1ccc2c(c1)C(=O)N(C)[C@@H]1CC[C@H](CC(=O)NCC3CCCCC3)O[C@@H]1CO2 | -1.4 | 31 | 1 | 7
C/C=C/c1ccc2c(c1)O[C@H](CN(C)Cc1ccccn1)[C@H](C)CN([C@@H](C)CO)S2(=O)=O | 2.0 | nt | -7 | -4
COc1ccc(NC(=O)Nc2cccc3c2O[C@H](CN(C)Cc2ccc4c(c2)OCO4)[C@@H](C)CN([C@@H](C)CO)C3=O)cc1 | 1.0 | 44 | -15 | -1
O=C(c1cccc(F)c1)N1CC[C@@H]2[C@H](CO)Nc3ccc(-c4ccccc4)cc3[C@@H]21 | 0.0 | nt | -48 | 7
C[C@@H]1CCCCO[C@@H](CN(C)S(=O)(=O)c2cn(C)cn2)[C@@H](C)CN([C@@H](C)CO)C(=O)c2cc(N(C)C)ccc2O1 | 11 | 68 | nt | -1
COC(=O)C[C@H]1C[C@H]2c3cc(NS(=O)(=O)c4ccc(F)cc4)ccc3O[C@H]2[C@H](CO)O1 | -1.7 | -52 | 0 | 2
C[C@@H]1CN([C@@H](C)CO)C(=O)c2cc(NC(=O)Cc3ccccc3)ccc2O[C@@H]1CN(C)Cc1ccncc1 | 1.1 | 60 | 3 | -5
C[C@H](CO)N1C[C@H](C)[C@@H](CN(C)C(=O)Cc2ccncc2)Oc2ncc(C#Cc3ccccc3F)cc2C1=O | 0.8 | ? | -77 | 0
C[C@H](CO)N1C[C@H](C)[C@H](CN(C)S(=O)(=O)c2cccs2)Oc2ncc(-c3cccc(F)c3)cc2C1=O | -0.6 | 63 | -43 | 2
C[C@H](CO)N1C[C@H](C)[C@H](CN(C)S(=O)(=O)c2ccccc2F)Oc2ncc(/C=C/c3ccccc3)cc2C1=O | 1.0 | 44&64 | -26&-43 | -4&-4
C[C@@H]1CCCCO[C@@H](CN(C)C)[C@@H](C)CN([C@@H](C)CO)C(=O)c2cc(N(C)C)ccc2O1 | 1.4 | -48 | nt | 5
CC(C)CC#Cc1ccc2c(c1)O[C@@H](CN(C)C(=O)C1CCOCC1)[C@@H](C)CN([C@@H](C)CO)S2(=O)=O | 0.0 | 95 | -34 | 2
C[C@@H]1CN([C@H](C)CO)S(=O)(=O)c2ccc(C#CC3CC3)cc2O[C@H]1CN(C)Cc1cccnc1 | -0.8 | nt | -34 | -5
O=C(C[C@@H]1CC[C@@H]2[C@H](COC[C@H](O)CN2C(=O)c2ccncc2)O1)Nc1ccc(-c2ccccc2)cc1 | 1.4 | 25 | -13 | 14

One compound at a time (already shown):
COC(=O)C[C@H]1C[C@H]2c3cc(NS(=O)(=O)c4ccc(F)cc4)ccc3O[C@H]2[C@H](CO)O1 as listed: GASC1 inh = -1.7; T cruzi growth = -52; Pf Dd2 inh = 0; C diff HTS = 2
C[C@H](CO)N1C[C@H](C)[C@H](CN(C)S(=O)(=O)c2ccccc2F)Oc2ncc(/C=C/c3ccccc3)cc2C1=O as listed: GASC1 inh = 1.0; T cruzi growth = 44&64; Pf Dd2 inh = -26&-43; C diff HTS = -4&-4

Further records:
SMILES | GASC1 inh | T cruzi growth | Pf Dd2 inh | C diff HTS
CCCC(=O)Nc1ccc2c(c1)C(=O)N(C)C[C@@H](OC)[C@H](C)CN(C(=O)CC)[C@H](C)CO2 | -0.7 | -74 | nt | nt
C[C@H]1CN([C@@H](C)CO)C(=O)c2cc(NS(=O)(=O)c3cn(C)cn3)ccc2O[C@H]1CN(C)Cc1ccncc1 | 1.1 | nt | 8 | -2
CN1C(=O)c2cc(NC(=O)Cc3cccs3)ccc2OC[C@@H]2O[C@H](CC(=O)NCCCN3CCOCC3)CC[C@H]21 | 1.0 | -1 | 21 | -4
C[C@@H]1CN([C@H](C)CO)S(=O)(=O)c2ccc(C#Cc3cccnc3)cc2O[C@H]1CN(C)CC1CCCC1 | -0.8 | nt | -70 | 0
CN(C)C(=O)c1cccc(-c2ccc3c(c2)[C@@H]2[C@@H](CCN2C(=O)C2CCCCC2)[C@@H](CO)N3)c1 | 2.1 | 8 | -32 | 15
Cc1noc(C)c1NC(=O)Nc1ccc2c(c1)C(=O)N([C@H](C)CO)C[C@@H](C)[C@H](CN(C)C(=O)Nc1ccc3c(c1)OCO3)O2 | 1.0 | 3 | 26 | -6
CCNC(=O)C[C@@H]1CC[C@@H]2[C@@H](COc3ccc(NC(=O)c4ccccc4Cl)cc3C(=O)N2C)O1 | nt | 40 | -56 | -2
COC(=O)C[C@@H]1CC[C@@H]2[C@@H](COc3ccc(NC(=O)Nc4ccc(C#N)cc4)cc3C(=O)N2C)O1 | -3.1 | 74 | 5 | 7
C[C@H]1CN([C@@H](C)CO)C(=O)c2cc(NS(=O)(=O)c3ccccc3)ccc2O[C@@H]1CN(C)Cc1ccc(-c2ccccc2)cc1 | 1.9 | 83 | -3 | 34
C[C@H]1CN([C@@H](C)CO)C(=O)Cc2cc(NS(=O)(=O)c3ccc(Cl)cc3)ccc2O[C@H]1CN(C)Cc1ccc2c(c1)OCO2 | 0.5 | 71 | 13 | 3
CCC(=O)N1[C@@H]2c3cccc(=O)n3C[C@@H]2[C@@H](CO)[C@@H]1C(=O)NCc1ccc(F)cc1 | -0.6 | 55 | nt | 2
COc1ccc(S(=O)(=O)N(C)C[C@H]2OCCCC[C@H](C)Oc3ccc(NC(=O)c4ccncc4)cc3C(=O)N([C@@H](C)CO)C[C@@H]2C)cc1 | -0.8 | -7 | -37 | 6
C[C@H](CO)N1C[C@H](C)[C@H](CN(C)C(=O)NC2CCCCC2)Oc2c(NC(=O)Nc3ccc4c(c3)OCO4)cccc2C1=O | -0.2 | 7 | -42 | 22
C[C@@H]1CCCCO[C@@H](CN(C)S(=O)(=O)c2cn(C)cn2)[C@@H](C)CN([C@H](C)CO)C(=O)c2cc(NC(=O)C3CCCCC3)ccc2O1 | 0.3 | -16 | -7 | -16
C[C@H]1CN([C@@H](C)CO)C(=O)c2cccc(N(C)C)c2O[C@@H]1CN(C)C(=O)Nc1cccc2ccccc12 | 2.0 | 16 | 2 | -15
Cc1ccc(-c2ccc(C3[C@H]4CNC[C@@H]3N4S(=O)(=O)c3cn(C)cn3)cc2)cc1 (some centres not stated) | 0.2&1.8 | nt | 21&0 | -12&4
Cc1ccc(S(=O)(=O)N(C)C[C@@H]2Oc3ccc(NC(=O)CCN4CCOCC4)cc3CC(=O)N([C@H](C)CO)C[C@H]2C)cc1 | -1.1 | 33 | 26 | 0
CC(C)NC(=O)N(C)C[C@@H]1Oc2ccc(NC(=O)Nc3cccc4ccccc34)cc2CC(=O)N([C@@H](C)CO)C[C@H]1C | -1.3 | 48 | 4 | -2
COc1ccc(NC(=O)Nc2cccc3c2O[C@@H](CN(C)S(=O)(=O)c2cccs2)[C@@H](C)CN([C@@H](C)CO)C3=O)cc1 | 0.9 | 42 | 9 | 17
COc1ccc2c3c(n(C)c2c1)[C@H](CO)N(Cc1ccccc1Cl)CC31CCN(C(=O)CN(C)C)CC1 | 0.3 | nt | ? | -3
O=C(C[C@H]1C=C[C@H](NC(=O)NC2CCCCC2)[C@H](CO)O1)NCc1ccc(F)cc1 | 0.3 | nt | 6 | 5
CCCNC(=O)Nc1ccc2c(c1)OC[C@@H](C)N(Cc1ccccn1)C[C@H](C)[C@@H](OC)CN(C)C2=O | 0.2 | 14 | -8 | nt
C[C@H]1CCCCO[C@@H](CN(C)S(=O)(=O)c2ccccc2)[C@@H](C)CN([C@@H](C)CO)C(=O)c2cc(NC(=O)NC3CCCCC3)ccc2O1 | -1.4 | nt | -80 | -12
N#C[C@H]1[C@H](c2ccc(C#CC3CC3)cc2)[C@@H](CO)N1S(=O)(=O)c1ccccc1 | 0.3 | 97* | -58 | 4
COc1ccccc1S(=O)(=O)N[C@H]1CC[C@@H](CC(=O)NCc2cccc(F)c2)O[C@@H]1CO | 0.6 | 16 | 1 | nt
C[C@H](CO)N1C[C@H](C)[C@@H](CN(C)C(=O)c2ccccc2)OCCCC[C@H](C)Oc2ccc(NC(=O)Nc3ccc4c(c3)OCO4)cc2C1=O | 0.1 | 44 | -20 | 0
C[C@@H]1CN([C@H](C)CO)C(=O)Cc2cc(NC(=O)Cn3cnnn3)ccc2O[C@H]1CN(C)S(=O)(=O)c1ccc(Cl)cc1 | 1.1 | -2 | -1 | 1
CC(=O)N1[C@H](CO)[C@H](c2ccccc2)C12CN(Cc1nccs1)C2 | -2.0 | nt | 15 | -4
O=C(CC1CC1)Nc1ccc2c(c1)[C@H]1C[C@@H](CC(=O)N3CCOCC3)O[C@H](CO)[C@H]1O2 | -1.0 | -55 | 14 | 5
CN1C[C@H]2[C@@H](c3ccccc31)[C@H](CO)N2Cc1ccccc1 | -1.0 | 10 | -15 | 9
Cc1cc(C(=O)Nc2cccc3c2O[C@H](CN(C)C)[C@@H](C)CN([C@@H](C)CO)C3=O)n(C)n1 | 0.4 | 101* | 10 | -1
CN1CCN(C(=O)C[C@@H]2CC[C@@H]3[C@H](COC[C@H](O)CN3Cc3ccc(Oc4ccccc4)cc3)O2)CC1 | 0.7 | -88 | -3 | nt
O=C([C@H]1[C@H](CO)[C@H]2Cn3c(cccc3=O)[C@@H]1N2C(=O)CC1CC1)N1CCCCC1 | 1.1 | 46 | nt | 4
Cc1noc(C)c1S(=O)(=O)N(C)C[C@@H]1OCCCC[C@H](C)Oc2ccc(NS(=O)(=O)c3cn(C)cn3)cc2C(=O)N([C@H](C)CO)C[C@@H]1C | -4.3 | 9 | -6 | 0
Cc1ccccc1-c1ccc([C@H]2[C@@H](CO)N3CCCCN(C(=O)CN4CCOCC4)C[C@H]23)cc1 | 0.6 | 90 | 0 | -9
C[C@H]1CN([C@@H](C)CO)C(=O)Cc2cc(NC(=O)NC3CCCCC3)ccc2O[C@@H]1CN(C)C(=O)NC1CCCCC1 | -0.1 | 34 | 15 | 10
CC(C)NC(=O)Nc1ccc2c(c1)C(=O)N([C@H](C)CO)C[C@H](C)[C@H](CN(C)C(=O)CCCN(C)C)OCCCC[C@H](C)O2 | 0.5 | 23 | 32 | 2
COc1ccc(-c2cnc3c(c2)C(=O)N([C@@H](C)CO)C[C@@H](C)[C@@H](CN(C)C(=O)C2CCCCC2)O3)cc1 | 1.1 | nt | -10 | 2
CS(=O)(=O)N1[C@@H]2c3ccc(C4=CCCCC4)c(=O)n3C[C@@H]2[C@@H](CO)[C@@H]1C(=O)NCc1ccncc1 | -0.6 | 11 | 3 | -5
Cc1noc(C)c1NC(=O)Nc1ccc2c(c1)CC(=O)N([C@@H](C)CO)C[C@@H](C)[C@H](CN(C)Cc1ccc(C(F)(F)F)cc1)O2 | 4.6 | 21 | -26 | -6
CCCNC(=O)N1CC2(CCN(C(C)=O)CC2)c2c(n(C)c3cc(OC)ccc23)[C@@H]1CO | 0.3 | nt | 45 | -9
COc1cccc(NC(=O)C[C@@H]2CC[C@H]3[C@H](COc4ccc(NC(=O)C5CC5)cc4C(=O)N3C)O2)c1 | 2.5 | 10 | -19 | 1
CN(C)C(=O)[C@@H]1[C@@H](CO)[C@@H]2Cn3c(cccc3=O)[C@H]1N2C(=O)c1ccc(F)cc1 | -1.6 | -68 | nt | 4
CCCNC(=O)N1C[C@@H]2[C@H](c3ccccc31)[C@@H](CO)N2C(=O)Nc1ccccc1F | 0.3 | -3 | -10 | -1
CN1C(=O)c2cc(NC(=O)c3cnccn3)ccc2OC[C@H]2O[C@@H](CC(=O)NCC3CCCCC3)CC[C@@H]21 | 3.6 | nt | -60 | 0
C[C@H]1CN([C@@H](C)CO)C(=O)c2cc(C#CC3CC3)cnc2O[C@@H]1CN(C)S(C)(=O)=O | -0.2 | 53 | 18 | nt
CCCC(=O)Nc1ccc2c(c1)OC[C@H](C)N(Cc1ccccc1F)C[C@@H](C)[C@@H](OC)CN(C)C2=O | -1.6 | 80 | -43 | nt
CCNC(=O)C[C@@H]1CC[C@H]2[C@@H](COC[C@@H](O)CN2Cc2ccncc2)O1 | 9.0 | -1 | nt | 4&-2
Cc1noc(C)c1NC(=O)N(C)C[C@@H]1Oc2ccc(NC(=O)C3CCCCC3)cc2C(=O)N([C@@H](C)CO)C[C@@H]1C | -1.1 | -1 | 16 | -3
CO[C@@H]1CN(C)C(=O)c2cc(NC(=O)Nc3cccc(F)c3)ccc2OC[C@H](C)N(C(C)=O)C[C@H]1C | 1.3 | -12 | 17 | nt
C[C@H]1CCCCO[C@H](CN(C)CC2CCCCC2)[C@@H](C)CN([C@@H](C)CO)C(=O)c2cc(NC(=O)Nc3ccc4c(c3)OCO4)ccc2O1 | -0.3 | 87 | -77 | 2
CO[C@H]1CN(C)C(=O)c2cc(NC(=O)C3CC3)ccc2OC[C@H](C)N(CCC(F)(F)F)C[C@H]1C | 0.2 | 57 | -17 | nt
COc1cccc(NC(=O)N[C@H]2C=C[C@H](CC(=O)NCc3ccncn3)O[C@H]2CO)c1 | 2.1 | nt | 35 | -1
